Screening results: PubChem, several laboratories
CHT PAM – allosterically activates the human high affinity choline transporter | Q9GZV3 | CHT-expressing cells, membrane potential dye, choline EC20; stronger effect = higher value; LV-AA mutant CHT in HEK293 cells | B-score at 10 µM | hit rate 0.49% among 310,000 | AID 488977;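 active means initial fluorescence not abnormally high and integrated response B-score, plate-corrected, over 3 SD above library mean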
Target sequence (Q9GZV3 whole entry, looked up): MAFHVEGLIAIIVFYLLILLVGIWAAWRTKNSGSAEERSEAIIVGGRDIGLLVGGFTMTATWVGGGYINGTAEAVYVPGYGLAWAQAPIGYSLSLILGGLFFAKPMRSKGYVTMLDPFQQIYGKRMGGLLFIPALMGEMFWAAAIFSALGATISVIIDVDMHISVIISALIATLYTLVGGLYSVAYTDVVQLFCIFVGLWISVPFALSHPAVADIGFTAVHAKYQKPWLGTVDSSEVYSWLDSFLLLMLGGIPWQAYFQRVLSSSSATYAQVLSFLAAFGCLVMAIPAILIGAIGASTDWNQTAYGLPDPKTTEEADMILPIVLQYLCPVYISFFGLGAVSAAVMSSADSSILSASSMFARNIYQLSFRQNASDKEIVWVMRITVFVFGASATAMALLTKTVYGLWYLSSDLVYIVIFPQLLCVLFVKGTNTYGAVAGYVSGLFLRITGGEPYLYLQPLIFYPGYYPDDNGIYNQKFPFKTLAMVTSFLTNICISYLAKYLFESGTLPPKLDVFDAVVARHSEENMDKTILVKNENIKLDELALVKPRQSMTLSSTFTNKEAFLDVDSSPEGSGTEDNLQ
CHT block – inhibitors of human choline transporter CHT; hit rate 0.86% among 310,000; CHT-expressing cells, membrane potential dye, choline response; stronger effect = lower value; AID 488975; B-score at 10 µM;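 active means B-score over 3 SD under the library average, and starting fluorescence ratio not unusually high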;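 further: choline stimulus applied at its EC90 after an EC20 pre-addition; B-score computed on integrated fluorescence ratio after choline addition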
STK33 inh – inhibitors of human STK33 kinase | Q9BYT3 | purified STK33, MBP phosphorylation, ADP-Glo luminescence | inhibition, % at 10 µM | hit rate 0.073% among 320,000 | AID 2661;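 active means inhibition at or above 25%, using the most active replicate where run in duplicate; inactive means inhibition below 25%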
Target sequence (Q9BYT3 whole entry, looked up): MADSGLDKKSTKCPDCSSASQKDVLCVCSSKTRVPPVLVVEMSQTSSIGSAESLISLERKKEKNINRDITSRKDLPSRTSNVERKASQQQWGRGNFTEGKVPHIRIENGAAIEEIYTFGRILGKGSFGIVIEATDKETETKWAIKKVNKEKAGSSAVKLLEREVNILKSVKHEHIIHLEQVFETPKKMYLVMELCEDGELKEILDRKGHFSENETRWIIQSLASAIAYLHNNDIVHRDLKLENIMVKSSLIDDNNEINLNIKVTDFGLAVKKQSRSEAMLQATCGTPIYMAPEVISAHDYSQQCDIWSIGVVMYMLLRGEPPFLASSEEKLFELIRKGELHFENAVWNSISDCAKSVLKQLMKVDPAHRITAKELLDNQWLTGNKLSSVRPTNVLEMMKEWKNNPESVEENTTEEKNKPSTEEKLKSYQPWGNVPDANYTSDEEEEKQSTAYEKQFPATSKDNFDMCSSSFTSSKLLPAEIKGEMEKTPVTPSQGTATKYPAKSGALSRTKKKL
Active calls of the source: *; i = inactive; / = no result given.

SMILES	CHT PAM	CHT block	STK33 inh
COc1cccc(CN2CCC(N(CCc3ccccc3)Cc3ccccc3)CC2)c1OC	10*	i	-1.7
O=C(NCCc1ccccc1)c1ccccc1NS(=O)(=O)N1CCCC1	i	i	-1.8
CCc1ccc(NC(=O)CCS(=O)(=O)c2ccc3c(c2)CCN3C(C)=O)cc1	i	i	0.3
O=C(NCc1ccco1)c1ccc(-c2csnn2)cc1	i	i	0.4
CC(CN1CCCCC1)OC(=O)/C=C/c1ccccc1 (stereo not drawn)	i	i	-0.2
CC(C)(C)OC(=O)NOCC(=O)N(CC(=O)c1ccccc1)Cc1ccccc1	i	i	0.1
C#Cc1ccc([C@H]2C=C(C(=O)O)O[C@@H](OCc3ccc(CO)cc3)C2)cc1	i	i	-0.8
c1ccc(CSc2ccc(-c3ccccn3)nn2)cc1	i	i	-2.9
Cc1cc(/C=N/n2cnnc2)c(C)n1-c1ccccc1	i	i	0.5
CCOC(=O)c1cc(CC)sc1N	i	i	-1.6
Cc1cc(C)c2c(c1)/C(=N/NC(=O)c1ccc(O)cc1)CCC2	i	i	-0.4
c1ccc(OCCN2C3=NCCN3c3ccccc32)cc1	i	i	0.6
Cn1nccc1C(=O)Nc1sc2c(c1C#N)CCCC2	i	i	-1.0
Cc1ccc2c(c1)NC(=O)C(CC(=O)N(C)Cc1ccccc1)O2 (stereo not drawn)	i	i	3.1
CC(=O)NC1(c2cccc(F)c2)CCN(CC(=O)NC(C)C)CC1	i	i	0.8
CC(C)Cc1cc(C(=O)N2CCCC(CCC(=O)N(C)CCc3ccccn3)C2)no1 (stereo not drawn)	i	i	-2.5
CC1CCN(CCCCOc2cccc(C(C)C)c2)CC1	i	i	-1.4
O=C(CN1CCN(Cc2ccc(Cl)cc2)CC1)N/N=C/C=C/c1ccccc1[N+](=O)[O-]	i	i	0.2
O=C(Nc1ccccc1)NC1CCN(Cc2c(F)cccc2Cl)CC1	i	i	-0.9
COc1ccc(C(=O)Cc2nnc(C)s2)cc1	i	i	1.5
O=C(Nc1ccc2ccccc2c1)c1ccccc1F	i	i	1.4
Cc1ccc(S(=O)(=O)N2CCN(C(=O)c3ccc(OCc4c(C)noc4C)cc3)CC2)cc1	i	i	-2.1
CC1(C)NS(=O)(=O)Oc2ccccc21	i	i	-1.4
CCn1c(SCC(=O)Nc2c(C)n(C)n(-c3ccccc3)c2=O)nc2c1c(=O)n(C)c(=O)n2C	i	i	-0.5
Cc1ccc(C(=O)NCCNC(=O)c2ccc(C)nc2)cc1	i	i	1.2

Grouped by structure: the compounds so far containing an aryl methoxy group.
SMILES	CHT PAM	CHT block	STK33 inh
COc1cccc(CN2CCC(N(CCc3ccccc3)Cc3ccccc3)CC2)c1OC	10*	i	-1.7
COc1ccc(C(=O)Cc2nnc(C)s2)cc1	i	i	1.5

Additional results follow:
SMILES	CHT PAM	CHT block	STK33 inh
COC(=O)c1c(Sc2ccccc2)c2ccccc2n1C	i	i	-1.3
O=C(c1cc(S(=O)(=O)N2CCC3(CC2)OCCO3)ccc1F)N1CCCCC1	i	i	-1.2
COc1ccc(OCC(=O)Nc2ccc3c(c2)nc(CCN2CCN(C)CC2)n3C)cc1	i	i	-2.7
O=S(=O)(c1ccc2ccccc2c1)N1C=CC(C(F)(F)F)=NCC1	i	i	-1.5
COc1ccccc1C(=O)Oc1cc(C)[nH]c(=O)c1[N+](=O)[O-]	i	i	0.1
CC(=O)Nc1c(O)nc(SC/C=C/CSc2nc(O)c(NC(C)=O)c(=O)[nH]2)[nH]c1=O	i	i	-2.5
Cc1ccc(-c2n[nH]c(Cc3ccccc3)n2)cc1	i	i	-2.4
O=C1/C(=C/c2ccc(F)cc2)SC(=S)N1NS(=O)(=O)c1ccccc1	i	-6.6*	-0.1
COc1ccccc1CCNC(=O)CNC(=O)Cc1cccc2ccccc12	i	i	0.6
C#CCOCCOCCOCCNc1nc(N2CCN(C(=O)CCCCCCCCCCNC(=O)[C@H](CCCCN)n3cc(CCO)nn3)CC2)nc(N2CCN(C(=O)CCCCCCCCCCNC(=O)[C@H](CCCCN)n3cc(CCO)nn3)CC2)n1	i	i	3.6
CN(C)c1ccc(/C=N/NC(=O)c2ccccc2Cl)cc1	i	i	-0.9
O=C(O)CC1(CC(=O)NCc2ccc(F)cc2)CCCCC1	i	i	0.4
O=C1CC2(CCCCCC2)Oc2ccccc21	i	i	-0.7
CCCn1c(Sc2nc3c(c(=O)[nH]c(=O)n3C)n2CCC)nc2c1c(=O)[nH]c(=O)n2C	i	i	0.8
Cc1cc2cc(CNC(=S)NC3CCCCC3)ccc2[nH]1	i	i	-0.1
Cc1ccc(NS(=O)(=O)c2ccc(-c3cnc(C4CC4)o3)cc2)c(C)c1	i	i	-0.1
CCCCN1C(=O)C(NC(=O)CC(C)C)(C(F)(F)F)C2=C1CC(C)(C)CC2=O (stereo not drawn)	i	i	-1.6
Cc1ccc(NC(=O)CNC(=O)Cn2cnc3sc(C)c(C)c3c2=O)cc1F	i	i	-0.3
O=C(NCc1ccccc1)c1cccnc1N1CCOCC1	i	i	0.5
O=C(N/N=C/c1cccc2nccnc12)c1ccccc1O	i	i	3.9
O=C(NCCN1CCOCC1)c1cc2ccccc2o1	i	i	-1.4
Cc1cnc([N+](=O)[O-])n1CCOC(=O)NC(=O)c1c(F)cccc1F	i	i	-0.5
CCOC(=O)Cc1c(C)nc2c(-c3ccc(Cl)cc3)cnn2c1C	i	i	-1.2
CC(/C=N/n1cnnc1)=C\c1ccccc1	i	i	-1.9
O=C(CN1CCSC1=NCc1ccccc1)c1ccccc1	i	i	-1.3

Complete entries, looked up by structure. Screens in order: CHT PAM, CHT block, STK33 inh
COc1ccccc1C(=O)Oc1cc(C)[nH]c(=O)c1[N+](=O)[O-] reads i, i, 0.1
O=C(N/N=C/c1cccc2nccnc12)c1ccccc1O reads i, i, 3.9
CCCn1c(Sc2nc3c(c(=O)[nH]c(=O)n3C)n2CCC)nc2c1c(=O)[nH]c(=O)n2C reads i, i, 0.8

(more compounds)
SMILES	CHT PAM	CHT block	STK33 inh
COc1ccccc1NC(=O)CSc1nnc2ccc(-c3ccccn3)nn12	i	i	-0.7
CCCn1c(C2CCCN2c2nc(-c3cccc(Br)c3)cs2)nc2ccccc21 (stereo not drawn)	i	i	-0.9
COc1ccccc1-n1c(SCC(=O)N2CCOCC2)nc2cccnc21	i	i	0.0
CSc1nccc(-c2sc(SC)c(C#N)c2-c2ccccc2)n1	i	i	-4.4
COC(=O)c1ccc(NC(=S)Nc2ccc(O)cc2)cc1	i	i	0.9
C[C@@H](C(=O)Nc1ccc2ccccc2c1)[C@@H]1C[C@@]1(C)[C@@H](NC(=O)OCc1ccccc1)c1ccccc1	i	i	-0.3
S=C1NCCOCCOCCNC(=S)N2CCOCCOCCN1CCOCCOCC2	i	i	-0.4
Cc1cc(OCC(=O)NCCCN2CCOCC2)cc(C)c1Cl	i	i	1.3
Cc1cc(C(=O)CCC(=O)Nc2ncccc2C)c(C)s1	i	i	-2.9
O=C(COC(=O)c1ccc(O)cc1)NCC1CCCO1 (stereo not drawn)	i	i	-0.2
O=C1/C(=C/c2ccc(O)cc2)COc2ccccc21	i	i	0.2
CCn1nnc(-c2ccccc2NC(=O)c2cnccn2)n1	i	i	1.6
O=C(NCCc1ccccc1)C1CC(=O)N(C2CCCCC2)C1 (stereo not drawn)	i	i	-1.0
COc1ccccc1CNS(=O)(=O)CCNC(=O)c1ccccc1	i	i	-1.3
O=C(Cc1ccccc1)NCC(=O)Nc1ccc(OC(F)(F)F)cc1	i	i	-0.7
O=C(Cn1sc2ccccc2c1=O)NC12CC3CC(CC(C3)C1)C2	i	i	-1.7
O=C(O)CCN1CCN(S(=O)(=O)c2ccc3ccccc3c2)CC1	i	i	-2.1
CCCNC(=O)N1CCN(C(=O)NCCC)CC1	i	i	-0.9
CCc1[nH]nc(C(=O)N/N=C/c2ccncc2)c1C	i	i	-1.5
CCOc1ccc2nc(N3CCCC(C(=O)NCCCN4CCCCC4)C3)sc2c1 (stereo not drawn)	i	i	0.2
CCn1c(/C=N/NC(=O)c2ccc(OC)cc2)nc2ccccc21	i	i	2.2
CCN(CC)CCNC(=S)Nc1ccc2nc(N3CCCC3)cc(C)c2c1	i	i	1.3
Cn1c(=O)c2[nH]c(-c3ccccc3)c(O)c2n(C)c1=O	i	i	/
CC(C)C(=O)Nc1cccc(-c2nc3ccccc3o2)c1	i	i	-0.9
CC(=O)C1=C(O)C(=O)N(c2ccc(O)cc2)C1c1ccc(Cl)cc1 (stereo not drawn)	i	i	-0.3
Continuation:
SMILES	CHT PAM	CHT block	STK33 inh
Fc1cnc(N2CCN(c3ccccc3)CC2)nc1N1CCN(c2ccccc2)CC1	i	i	-0.1
Cc1ccc(-c2cc(C(=O)NCc3cn(C)nc3C)c3cc(Br)ccc3n2)cc1	i	i	-1.0
CCNc1nc(OC)nc(SCC(=O)Nc2ccccc2)n1	i	i	-1.2
CCOc1ccc(C(=O)Nc2nnc(C(C)C)s2)cc1OCC	i	i	0.0
COc1ccc(C(=O)NC(=S)N2CCC(C)CC2)cc1	i	i	-0.6
CCCS(=O)(=O)N1CCC(C(=O)NCCc2ccc(OC)c(OC)c2)CC1	i	i	1.1
CCOC(=O)C1CCN(C(=O)CCc2ccccc2)CC1	i	i	-1.0
CCC(C(=O)NCCCN1CCCCCC1)n1nc(C)c2sc3ccccc3c2c1=O (stereo not drawn)	i	i	-0.9
O=C1CSC(c2cccnc2)N1Cc1cccnc1 (stereo not drawn)	i	i	-2.5
O=c1[nH]c(Cc2ccccn2)nc2scc(-c3ccc(Cl)cc3)c12	i	i	-1.5
CCOc1ccc(S(=O)(=O)NCc2cccnc2)cc1C(C)C	i	i	-0.3
CC(=O)Nc1ccc(NC(=O)Cc2sc(-c3cccnc3)nc2-c2ccc(C)cc2)cc1	i	i	-0.8
CCOC(=O)c1sc2ccc(S(=O)(=O)N3CCCCC3)cc2c1N	i	i	-0.7
O=C(CC1SCCNC1=O)Nc1ccccc1Cl (stereo not drawn)	i	i	-0.3
Cc1nc(CS(=O)c2ccccc2)cc(N2CCOCC2)n1 (stereo not drawn)	i	i	-1.0
CCOC(=O)c1ccc(NC(=O)N2CCN(c3ccccn3)CC2)cc1	i	i	-1.3
Cc1ccc(CNC(=O)C(=O)Nc2nccs2)cc1	i	i	-1.3
COC(=O)N/N=C/c1cn(CCOc2cccc(OC)c2)c2ccccc12	i	i	-1.5
S=C(Nc1ccc(Br)cc1)N1CCN(C2CCCCC2)CC1	i	i	3.9
N#CC(c1ccc(Cl)nn1)c1c(F)cccc1Cl (stereo not drawn)	i	i	0.5
c1ccc(Cc2nnc(Sc3ccccc3)c3ccccc23)cc1	i	i	-0.9
O=C(NCc1ccc(Cl)cc1Cl)Nc1ccccc1	i	i	-4.7
CC(=O)c1cccc(NC(=O)N2CCCc3ccccc32)c1	i	i	0.1
N=C1S/C(=C\c2ccc(O)cc2)C(=O)N1c1ccc(F)cc1	i	i	2.0
CCOC(=O)C1CCN(C(=O)CN(c2ccc(Cl)c(C(F)(F)F)c2)S(C)(=O)=O)CC1	i	-6.4*	-0.1
(further entries)
SMILES	CHT PAM	CHT block	STK33 inh
CC(=O)Nc1ccc(CN2CCCC(CO)(Cc3cccc(Cl)c3)C2)cc1 (stereo not drawn)	i	i	0.5
COC(=O)c1ccccc1Oc1c(F)c(F)nc(N2CCOCC2)c1F	i	i	-1.4
COc1ccc2c(Cl)c(C(=O)N/N=C/c3cccnc3)sc2c1	i	i	-0.4
Cc1c(N(C)S(=O)(=O)c2cc(C(=O)N3CCCC3)ccc2Cl)c(=O)n(-c2ccccc2)n1C	i	i	-1.5
O=C(NCC(c1cccnc1)N1CCN(c2ccc(F)cc2)CC1)c1cccc(Cl)c1 (stereo not drawn)	i	i	0.6
COCCNC(=O)Cn1c(=O)oc2cc(S(=O)(=O)N3CC(C)CC(C)C3)ccc21 (stereo not drawn)	i	i	-1.0
CCOC(=O)N1CCN(C(=O)COc2cc(C)c(Cl)c(C)c2)CC1	i	i	-1.5
COCCn1c(=O)[nH]c2cc(C(=O)NCc3ccccc3)ccc2c1=O	i	i	-0.5
COc1cc(C2NC(=O)NC(c3ccccc3)=C2C(C)=O)cc(Cl)c1OCC(=O)O (stereo not drawn)	i	i	1.0
COc1cc(N2CCCC2)c(OC)cc1/C=C(/C#N)c1ccc(F)cc1	i	i	-2.0
CN(C)c1ccc(/C=C/c2nc3ccccc3s2)cc1	i	i	/
N/C(=N\OC(=O)CCCc1ccccc1)c1cccc([N+](=O)[O-])c1	i	i	-0.8
C/C(=N\NC(=O)CSCc1cccc(Br)c1)c1ccc([N+](=O)[O-])cc1	i	i	-2.6
CCOC(=O)N1CCN(Cc2c(O)ccc3ccccc23)CC1	i	i	-2.0
Fc1ccc(Nc2ncnc3sccc23)cc1	i	i	0.9
COc1ccc(CNC(=O)C(C#N)c2nc3ccccc3nc2N2CCN(C)CC2)cc1 (stereo not drawn)	i	i	2.6
Cc1cc(NC(=O)CSCc2ccc([N+](=O)[O-])cc2)no1	i	i	-0.4
CCC(C)[C@H]1CNC(=S)N1CCC12CC3CC(CC(C3)C1)C2 (stereo partly drawn)	i	i	-0.4

Five compounds picked at random from the list so far:
SMILES	CHT PAM	CHT block	STK33 inh
Cc1cc(NC(=O)CSCc2ccc([N+](=O)[O-])cc2)no1	i	i	-0.4
COC(=O)c1ccccc1Oc1c(F)c(F)nc(N2CCOCC2)c1F	i	i	-1.4
CCOC(=O)N1CCN(C(=O)COc2cc(C)c(Cl)c(C)c2)CC1	i	i	-1.5
CCOC(=O)N1CCN(Cc2c(O)ccc3ccccc23)CC1	i	i	-2.0
C/C(=N\NC(=O)CSCc1cccc(Br)c1)c1ccc([N+](=O)[O-])cc1	i	i	-2.6

Rows are unselected, and some 1.5% of all compounds hit somewhere here.
